CendR NRP1 mod = alters CendR peptide binding to human NRP-1. FAM-RPARPAR peptide binding to NRP-1, fluorescence polarization. AID 602438. hit rate 0.85% among 360,000. inhibition, % at 25 µM. O14786;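 active = inhibition or corrected inhibition above about 18%, plus a signal ratio from 0.5 to 1.5, limit read from the data, passing the limit was not always enough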; note: strong numbers were not always called active
Target sequence (O14786 whole entry, looked up): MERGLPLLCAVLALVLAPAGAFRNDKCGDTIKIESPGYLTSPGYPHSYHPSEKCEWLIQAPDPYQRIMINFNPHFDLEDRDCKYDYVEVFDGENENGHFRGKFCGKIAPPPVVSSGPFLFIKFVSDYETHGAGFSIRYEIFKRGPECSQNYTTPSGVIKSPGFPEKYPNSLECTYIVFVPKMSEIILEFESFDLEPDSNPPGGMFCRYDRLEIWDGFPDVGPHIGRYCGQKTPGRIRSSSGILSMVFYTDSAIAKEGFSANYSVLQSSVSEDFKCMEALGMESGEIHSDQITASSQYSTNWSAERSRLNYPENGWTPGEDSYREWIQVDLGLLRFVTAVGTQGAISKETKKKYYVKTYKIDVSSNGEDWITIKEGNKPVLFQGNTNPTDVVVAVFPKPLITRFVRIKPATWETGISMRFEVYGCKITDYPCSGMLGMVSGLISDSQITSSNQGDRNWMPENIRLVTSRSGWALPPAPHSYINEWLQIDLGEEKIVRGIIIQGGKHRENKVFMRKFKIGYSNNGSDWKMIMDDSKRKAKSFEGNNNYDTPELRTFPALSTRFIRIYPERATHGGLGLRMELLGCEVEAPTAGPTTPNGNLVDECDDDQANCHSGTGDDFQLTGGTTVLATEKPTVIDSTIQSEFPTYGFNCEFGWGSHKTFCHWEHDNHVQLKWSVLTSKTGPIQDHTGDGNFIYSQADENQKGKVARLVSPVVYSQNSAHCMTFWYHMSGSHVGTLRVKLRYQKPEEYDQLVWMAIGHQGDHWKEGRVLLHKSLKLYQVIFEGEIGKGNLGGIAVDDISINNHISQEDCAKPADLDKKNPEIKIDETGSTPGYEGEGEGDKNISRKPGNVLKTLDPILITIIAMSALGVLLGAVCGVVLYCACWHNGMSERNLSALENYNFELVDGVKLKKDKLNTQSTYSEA
MT1-MMP act inh = MT1-MMP (human) activation inhibition | GFP/RFP ratio change, % at 20 µM | hit rate 0.061% among 360,000 | HT1080 RFP-PRO-GFP cells, GFP/RFP ratio fluorescence, overnight; percent of plate control window, DMSO zero;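 active = GFP/RFP ratio change of at least 30% with cell ATP level not reduced by more than half and red fluorescence within 50% of control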; note: strong numbers were not always called active
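system = RFP-PRO-GFP reporter HT1080 cells | dosing = 20 µM single dose, 1% DMSO | timing = overnight cell settling, then overnight compound exposure, 37 °C, 5% CO2 | read-out basis = GFP/RFP fluorescence ratio | controls = DMSO and RFP-L50D-GFP cell wells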
Neddyl block = inhibitors of human cullin neddylation; AID 651699; hit rate 0.58% among 360,000; TR-FRET cullin neddylation, biochemical; P61081+Q13564; calls only at 25 µM; in the data active = inhibition above about 36%
MsrA act = activates bovine MsrA enzyme | activation, % at 10.6 µM | hit rate 0.3% among 360,000 | purified bovine MsrA, absorbance read-out; in the data active = activation above about 7.5%;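 note: 0% = vehicle and 100% = reference activator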
MsrA inhibitor = inhibits bovine methionine sulfoxide reductase A | inhibition, % at 15.5 µM | purified bovine MsrA, absorbance read-out | AID 651718 | hit rate 0.75% among 360,000; in the data active = inhibition above about 4.5%;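 note: 0% = vehicle wells with enzyme and 100% = reference inhibitor wells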
SKN-1 block = blocks SKN-1 activity in C. elegans. inhibition, % at 21.8 µM. hit rate 0.49% among 360,000. C. elegans VP596 Pgst-4::GFP/RFP ratio, acrylamide-induced, 24 h;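 active = interference check ratio from 0.5 to 1.5 plus GFP to RFP signal ratio inhibition reaching or exceeding a fixed threshold, cut at about 30% in these data, passing the limit was not always enough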; note: some compounds called inactive have numbers as strong as hits
Rin1-Abl PPI inh = blocks binding of human Rin1 to Abl | inhibition, % at 7.35 µM | TR-FRET Rin1/Abl binding, biochemical | hit rate 0.4% among 360,000 | P00519+Q13671; in the data active = inhibition above about 5%, passing the limit was not always enough
FAS TE block = inhibitors of human fatty acid synthase thioesterase domain. P49327. recombinant FAS-TE, OMFH fluorogenic substrate, fluorescence endpoint. inhibition, % at 15 µM. hit rate 0.67% among 360,000. AID 602261;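 active = compounds whose normalised, plate-corrected inhibition of enzyme fluorescence in the single-dose primary screen is 50% or more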;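 note: 0% = DMSO with enzyme and 100% = substrate without enzyme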
E coli Lon inh = inhibitors of E. coli Lon protease; P0A9M0; purified E. coli Lon protease, fluorescence polarization; inhibition, % at 7.94 µM; hit rate 0.42% among 360,000; in the data active = inhibition above about 13%, passing the limit was not always enough;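 note: 0% = enzyme with probe and DMSO and 100% = no enzyme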
Starred values were filed as active, the others as inactive; i = inactive; / = not tested or not shown; + = active, no number.

SMILES	CendR NRP1 mod	MT1-MMP act inh	Neddyl block	MsrA act	MsrA inhibitor	SKN-1 block	Rin1-Abl PPI inh	FAS TE block	E coli Lon inh
CCc1cc(=O)oc2cc(OCC=C(C)C)ccc12	-4	2	i	-4	-0.2	0	-1	18	-32
COc1cc(CN2CCCCCC2)cc(Br)c1O	5	1	i	-2	-0.6	-3	2	-3	1
CC(c1cccnc1)N(CCN(C)C)C(=O)Nc1ccc(Cl)c(Cl)c1 (centres undefined)	-14	-3	i	-3	-1.2	1	0	2	-7
N#Cc1ccccc1-n1c(N)c(C(=O)N2CCCC2)sc1=S	6	6	i	-3	3.5	6	-1	-8	-1
CCOC(=O)c1oc2ccc(S(=O)(=O)n3nc(-c4ccc(C)cc4)cc3N)cc2c1C	1	-5	i	-2	-0.6	-5	7	20	-6
O=C1N=C(N2CCOCC2)S/C1=C/c1cc2c(cc1[N+](=O)[O-])OCO2	8	-2	i	-5	3.3	-14	-4	1	-5
CC(=O)Nc1ccc2c(c1)nc(CCNC(=O)c1ccccc1)n2C	5	1	i	-1	0.1	-13	2	-9	-4
Cc1ccc(S(=O)(=O)NCC(=O)OCC(=O)N(Cc2ccccc2)C(C)(C)C)cc1	8	-2	i	5	0.4	6	-1	2	-5
COc1cc(NS(=O)(=O)c2ccc(N/C=C(\C=O)c3nc4ccccc4o3)cc2)nc(OC)n1	-30	-10	i	0	1.6	-6	-2	-1	-3
Cc1ccc(S(=O)(=O)CC(O)COc2ccc(C#N)cc2)cc1 (centres undefined)	0	-1	i	1	0.1	-8	5	-1	5
CCS(=O)(=O)N1CCN(c2ccc(C(=O)N3CCOCC3)cc2[N+](=O)[O-])CC1	-6	-3	i	-7	0.1	-2	1	-2	-1
CCCCN(C)CCN1C(=O)C2C(C(=O)Nc3cccc(OC)c3)C3C=CC2(O3)C1C(=O)NC1CCCCC1C (centres undefined)	-4	4	i	-7	-0.5	11	3	-3	3
COc1cc(NC(=O)c2cccc(COCC(F)(F)C(F)F)c2)cc(OC)c1OC	-8	7	i	0	0.4	9	-2	5	0
O=C(NCCCC(NC(=O)OCc1ccccc1)C(=O)O)OCc1ccccc1 (centres undefined)	-3	-6	i	-4	0.2	-2	-2	-4	4
COc1cc(C(O)c2nc(-c3csc4ccccc34)cs2)ccc1F (centres undefined)	8	-3	i	-1	-1.5	7	-1	24	-7
NS(=O)(=O)c1ccc(CNC(=O)CC23CC4CC(CC(C4)C2)C3)cc1	-2	4	i	4	-0.2	-9	-3	-3	4
Cc1cc(C)n(CC(=O)N/N=C/c2cccc([N+](=O)[O-])c2)n1	-1	-2	i	-9	-1.4	2	1	13	10
CN(CC(=O)Nc1ccccc1Br)C(=O)c1ccc(-c2ccc(Cl)cc2)o1	4	2	i	-11	0.0	-2	-3	22	-2
COc1cccc(-c2cc3nc(NCc4ccc(C)cc4C)n(C)c(=O)c3s2)c1	13	-6	i	-6	-0.1	4	2	25	-3
CC1(C)CC2(C)CC(=O)C1C(C(=O)O)C2C(=O)O (centres undefined)	9	-1	i	1	0.2	0	-1	-8	-13

Profiles as entered above:
`CCS(=O)(=O)N1CCN(c2ccc(C(=O)N3CCOCC3)cc2[N+](=O)[O-])CC1` is listed as CendR NRP1 mod = -6; MT1-MMP act inh = -3; Neddyl block = i; MsrA act = -7; MsrA inhibitor = 0.1; SKN-1 block = -2; Rin1-Abl PPI inh = 1; FAS TE block = -2; E coli Lon inh = -1
`O=C(NCCCC(NC(=O)OCc1ccccc1)C(=O)O)OCc1ccccc1` (centres undefined) is listed as CendR NRP1 mod = -3; MT1-MMP act inh = -6; Neddyl block = i; MsrA act = -4; MsrA inhibitor = 0.2; SKN-1 block = -2; Rin1-Abl PPI inh = -2; FAS TE block = -4; E coli Lon inh = 4
`Cc1ccc(S(=O)(=O)NCC(=O)OCC(=O)N(Cc2ccccc2)C(C)(C)C)cc1` is listed as CendR NRP1 mod = 8; MT1-MMP act inh = -2; Neddyl block = i; MsrA act = 5; MsrA inhibitor = 0.4; SKN-1 block = 6; Rin1-Abl PPI inh = -1; FAS TE block = 2; E coli Lon inh = -5

New compounds follow:
SMILES	CendR NRP1 mod	MT1-MMP act inh	Neddyl block	MsrA act	MsrA inhibitor	SKN-1 block	Rin1-Abl PPI inh	FAS TE block	E coli Lon inh
C[C@@]12C(=O)NCC(=O)N1[C@@H]1c3cc(Br)ccc3OC[C@@H]1[C@@H]2c1ccccc1	16	1	i	0	0.9	3	0	-8	-12
COc1cc2c(cc1OC)CN(C(=O)CSC1=NCCS1)CC2	0	-1	i	-5	1.9	-3	0	-11	-16
O=C(O)C[C@H]1c2cc(C(F)(F)F)ccc2S(=O)(=O)N1C1CCN(Cc2ccccc2)CC1	20	-4	i	-7	0.1	-14	0	-5	15
COc1ccccc1CC1(C)C(=O)Nc2ccc(S(=O)(=O)NC3CCCCC3)cc21 (centres undefined)	-2	-1	i	-7	-0.5	9	-1	6	-6
CCCCNC(=O)C(CC)(ONc1ccccc1C(F)(F)F)c1ccccc1OC (centres undefined)	-6	-19	i	-1	0.0	6	2	8	-68
Cc1ccccc1CSc1nnc(C)n1N	2	4	i	-3	-0.2	1	-1	-8	3
Oc1ccc(-c2sc(Nc3ccccc3)n[n+]2-c2ccc(F)cc2)cc1	-23	-2	i	-1	0.8	23	3	-15	6
C/C(Nc1ccc(Cl)c(Cl)c1)=C1/CCOC1=O	-11	/	i	-2	0.1	14	-3	-1	-4
CCN1C(=O)C2(Nc3ccccc3-c3nc4ccccc4n32)c2cc(OC)ccc21 (centres undefined)	-13	5	i	-1	0.8	28	7	5	0
CC(=O)c1ccc(OCC(O)CN2CCN(CCO)CC2)cc1 (centres undefined)	3	-2	i	-2	-1.2	-2	1	-3	4
CC(=O)c1c(C)[nH]c(C(=O)CN2CCN(S(=O)(=O)c3ccccc3[N+](=O)[O-])CC2)c1C	-1	-4	i	-1	2.3	-1	5	3	-13
COc1ccccc1NCC(=O)NN=C1CCS(=O)(=O)c2ccc(F)cc21	-7	1	i	-6	0.8	-11	2	2	-18
CCOc1cc(-c2sc(Nc3ccc(CC)cc3)n[n+]2-c2ccccc2)ccc1OC	4	6	i	3	0.8	5	0	-122	12
C=CCN=C(NC#N)SCc1ccccc1	36*	10	i	-13	0.9	-21	0	-14	-1
Cc1nc(/C(N)=N/OC(=O)c2ccc(Cl)cc2)c(C(F)(F)F)o1	4	0	i	-4	-1.5	-8	0	-1	3
Cc1ccccc1S(=O)(=O)Cc1ccc(C(=O)N(C)C2CCCCC2)o1	12	0	i	0	-0.4	16	-2	0	-6
CCC1CCC(C(=O)NC(C(=O)NCCCN2CCCCC2C)C(C)C)CC1 (centres undefined)	14	0	i	-7	0.1	3	-3	-3	11
O=C(Nc1ccc(Cl)cc1N1CCOCC1)C1CCCCC1	17	-1	i	-1	-0.5	25	3	6	11
COC(=O)C1CC(O)C(O)C(O)C1 (centres undefined)	-8	-1	i	-2	-1.0	13	2	-6	-6
CC(C)c1ccccc1NC(=S)NCCCn1ccnc1	10	-2	i	-3	1.8	-5	-1	-7	-4
N=C1C(c2nc(-c3ccc(Cl)cc3)cs2)=C(O)CN1NC(=O)c1ccc(O)cc1	-19	-3	i	-6	0.6	-13	-3	1	-7
CC(C)NC(=O)COc1ccc(S(=O)(=O)N2CCOCC2)cc1	5	-4	i	-6	-1.0	8	-3	-14	-4
O=C(O)C1C2C=CC3(CN(C/C=C/c4ccccc4)C(=O)C13)O2 (centres undefined)	-13	1	i	-4	0.7	2	0	-8	0
N#C/C=C/N1CCC(Cc2ccccc2)CC1	-4	-4	i	-3	-0.7	0	1	1	-2
Cc1ccc(C(=O)NCC(=O)NCC(=O)OCc2ccc(Oc3ccc([N+](=O)[O-])cc3)cc2)cc1	-4	1	i	-2	0.5	11	3	20	-2
CCOc1ccc(N(CC(=O)NCc2ccco2)C(=O)CCC(=O)Nc2nccs2)cc1	-7	-2	i	-3	0.4	3	1	-3	-5
Clc1ccc(-c2cc(-c3ccccc3)on2)cc1	-1	1	i	-9	-0.1	3	-3	-10	-2
COc1ccc(CNC(=O)C2CCN(C(=O)Cc3ccccc3)CC2)cc1	-13	3	i	-4	0.7	11	1	0	-6
CS(=O)(=O)Nc1ccc(-c2n[nH]c(=S)n2-c2ccccc2)cc1	8	5	i	-5	-0.9	-1	-1	-5	-6
O=C(NCc1ccccn1)c1ccc(-c2ccccc2)cc1	3	2	i	-1	1.9	5	6	-3	-5
CC(=O)c1c(C)[nH]c(C(=O)N2CCN(c3ncccn3)CC2)c1C	6	7	i	-4	0.8	-2	2	-4	-3
CCOC(=O)c1[nH]cnc1C(=O)NC1CCN(C(=O)OC(C)(C)C)CC1	-1	2	i	-3	-0.3	3	2	-11	-1
CC[C@]12c3[nH]c4cc(CCC(=O)N(C)C)ccc4c3CCN1C(=O)[C@@H](CC(=O)NCc1ccco1)C[C@@H]2C(=O)N1CCN(C(=O)C2CC2)CC1	2	1	i	2	-0.5	3	-4	-12	-6
O=C(NCCCn1cccn1)C1CCC(=O)N(Cc2cccc(C(F)(F)F)c2)C1 (centres undefined)	3	-6	i	-1	0.2	12	-1	-4	-1
O=C(NCc1ccncc1)[C@@H]1CCCN1C(=O)[C@@H]1CCCN1C(=O)c1c(F)cccc1F	-6	3	i	0	0.3	5	/	-8	-1
Nc1nc(-c2ccc(S(=O)(=O)N3CCCCC3)cc2)cs1	-4	-6	+	-3	0.2	-8	0	4	-10
C/C(=N\NC(=O)c1ccc(OC2CCCC2)cc1)c1ccc(C)s1	-2	-4	i	-5	-0.8	11	0	-1	4
CC1CC(Nc2ccccc2)c2ccccc2N1C(=O)c1ccco1 (centres undefined)	1	15	i	-9	0.7	2	6	11	1
CC(Oc1ccc(Cl)cc1Cl)C(=O)N/N=C1\CCCc2ccccc21 (centres undefined)	0	-4	i	-2	-0.4	1	-1	6	-4
CCc1nc(N2CCN(C(=O)c3ccco3)CC2)c2oc3ccccc3c2n1	0	-6	i	-2	2.0	0	-1	-4	2
CCOC(=O)C1(C(F)(F)F)N=C(C(F)(F)F)Nc2ccccc21 (centres undefined)	2	-1	i	-7	-0.2	4	-3	-8	-9
O=c1[nH]cnc(O)c1C(c1cccc([N+](=O)[O-])c1)c1c(O)nc[nH]c1=O	-5	-2	i	-5	-0.1	9	-2	-9	1
O=C(NCCc1ccccc1)C1CC(=O)N(c2ccc3c(c2)OCCO3)C1 (centres undefined)	-10	-2	i	-2	-0.1	0	2	0	-5
Cn1c(=O)c2c(nc(CN3CCN(C(=O)c4ccco4)CC3)n2Cc2ccc(Cl)cc2)n(C)c1=O	0	0	i	0	-1.6	8	-2	17	8
O=C(/C=C/c1ccc([N+](=O)[O-])cc1)Nc1cccc(S(=O)(=O)NC2=NCCCCC2)c1	8	0	i	-15	2.3	-4	-1	6	4
CC1=C(C(=O)OCC2CCCO2)C(c2ccccc2)C2=C(CC(C)(C)CC2=O)N1 (centres undefined)	-2	-1	/	-2	1.0	8	2	-3	4
CN(C(=O)c1cc(Cl)c2c(c1)OCCO2)c1c(N)n(Cc2ccccc2)c(=O)[nH]c1=O	2	4	i	-4	0.7	11	1	-7	7
CCCCN(C(=O)c1cccc(S(=O)(=O)N2CCN(C)CC2)c1)c1c(N)n(CC(C)C)c(=O)[nH]c1=O	11	11	i	-7	-0.3	-8	0	-6	-19
Cc1ccc(CC2C(=O)N(c3ccc(C)cc3)C(=O)C2C)cc1 (centres undefined)	11	2	i	2	0.4	9	3	13	-2
COc1cc2c(cc1OC)C(c1ccc3c(c1)OCO3)CC(=O)N2 (centres undefined)	9	1	i	-2	/	8	-2	-5	9
O=C(O)c1ccc(-c2ccc(OS(=O)(=O)c3ccccc3F)cc2)cc1	-4	-2	i	1	-1.4	8	0	13	-1
Cc1nc(N)c(CC(Br)CBr)c(Cl)n1 (centres undefined)	-5	-6	i	-3	-0.9	11	1	-4	-7

Bioassay records: PubChem, several laboratories
